SR-BI uptake up = SR-BI HDL lipid transfer activation; 0.096% of 320,000 active; CHO ldlA[mSR-BI] cells, DiI-HDL uptake fluorescence, 3 h; 100 = double the neutral-control signal; activation, % at 12.5 µM;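 active means mean replicate activation of at least 60% and every replicate at or above 60%; inconclusive means mean or all-replicate condition met, but not both; inactive means mean below 60% and not all replicates reaching 60%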;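 further: 0% = median plate neutral-control signal and 100% = twice that signal; values of inactives mirror those of a sister screen read the other way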
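Test system: SR-BI-overexpressing, LDLR-lacking CHO cells; Also added: labelled HDL, 10 µg/mL; Measured by: bottom-read cell fluorescence after medium removal, ex 550/em 595 nm; Timing: 3 h uptake period with compound, 37 °C; Buffer or medium: F12, 0.5% BSA, 25 mM HEPES; Doses: single compound concentration, delivered by pin transfer.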
HTR5A ag = HTR5A agonism, opioid heterodimer counter-screen; P47898; HTR5A agonist assay, luminescence, cell-based; activation, % at 9.3 µM; 0.61% of 340,000 active; in the data active means activation mostly above about 9.5%, no sharp cut-off; inactive means mostly below about 7.6%;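 further: 0% = cells with vehicle only and 100% = reference agonist; strong numbers were not always called active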
Target sequence (P47898 whole entry, looked up): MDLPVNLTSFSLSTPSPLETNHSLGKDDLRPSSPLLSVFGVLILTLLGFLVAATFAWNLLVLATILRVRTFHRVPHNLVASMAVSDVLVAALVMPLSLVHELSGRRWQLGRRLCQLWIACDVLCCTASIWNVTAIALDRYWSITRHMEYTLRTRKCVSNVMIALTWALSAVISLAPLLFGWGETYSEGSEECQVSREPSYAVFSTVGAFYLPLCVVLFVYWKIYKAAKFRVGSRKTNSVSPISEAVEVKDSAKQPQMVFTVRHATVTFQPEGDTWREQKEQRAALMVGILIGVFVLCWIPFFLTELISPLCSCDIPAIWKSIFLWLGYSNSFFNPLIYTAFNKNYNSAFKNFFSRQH
cardiac RTF act = increases calcium sensitivity of human cardiac regulated thin filaments | P19429+P45379 | IANBD-labeled TnC RTF fluorescence at EC20 calcium; 0% EC20 calcium, 100% full calcium | activation, % at 7.2 µM | 0.24% of 340,000 active;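 active means activation above the mean over all tested compounds plus 3 SD, cut at about 30% in these data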;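 further: rise in fluorescence read as greater calcium sensitivity of cardiac thin filaments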
dFosB activator = activators of mouse delta FosB homodimer | activation, % at 25 µM | P13346 | purified delta FosB, TAMRA-CDK5 oligo fluorescence polarization; percent of positive-control signal above neutral wells | 0.99% of 340,000 active;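 active means mean activation above about 17%, with every replicate also reaching it, limit read from the data, passing the limit was not always enough; inconclusive means only one of the two conditions met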;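 further: fluorescence polarization rise as delta FosB binds a TAMRA Cdk5 AP-1 oligo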
Target sequence (P13346 whole entry, looked up): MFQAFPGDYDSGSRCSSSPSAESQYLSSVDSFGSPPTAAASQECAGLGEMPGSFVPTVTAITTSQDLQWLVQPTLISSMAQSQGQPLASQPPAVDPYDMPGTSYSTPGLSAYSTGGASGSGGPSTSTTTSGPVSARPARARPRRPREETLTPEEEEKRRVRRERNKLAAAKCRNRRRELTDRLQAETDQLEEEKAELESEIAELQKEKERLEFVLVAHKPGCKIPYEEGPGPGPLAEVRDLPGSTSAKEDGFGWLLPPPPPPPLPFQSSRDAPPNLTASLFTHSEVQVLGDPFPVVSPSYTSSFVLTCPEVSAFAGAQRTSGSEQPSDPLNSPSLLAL
CDK5 p35 inh = inhibitors of human CDK5/p35 kinase. Q00535+Q15078. Recombinant CDK5/p35, ADP-Glo luminescence, 60 min. inhibition, % at 10 µM. 0.01% of 330,000 active. AID 488839;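 active means highest replicate inhibition of at least 50% and at least 75% of replicates reaching 50%; inconclusive means only one of the two criteria met; inactive means both criteria failed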;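 further: plate controls were DMSO neutral control for no effect and GW8510 at 10 µM for full effect; many of its hits are not listed in these tables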
MITF TRPM1 HTS = MITF TRPM1 promoter activation in melanoma cells; SK-MEL-5 TRPM1-promoter luciferase, 24 h; % of positive control, neutral wells = 0; activation, % at 12.5 µM; 0.75% of 300,000 active; AID 588334;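 active means mean activation of at least 80% with every replicate also reaching 80%; inconclusive means mean reaches 80% but some replicate falls short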;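 further: 0% = neutral control wells and 100% = parthenolide positive control wells; values of inactives mirror those of a sister screen read the other way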
Wnt bcat act = Wnt/beta-catenin pathway activation; activation, % at 9.35 µM; Wnt/beta-catenin reporter cell assay, activator, plate reader; 1.2% of 300,000 active; in the data active means activation above about 30%, passing the limit was not always enough; inconclusive means no clear call, values can overlap the other calls;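 further: 0% = neutral control wells and 100% = positive control wells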
SR-BI HDL uptake = mouse SR-BI HDL lipid transfer inhibition. Q61009. ldlA[mSR-BI] CHO cells, DiI-HDL uptake fluorescence, 3 h. inhibition, % at 12.5 µM. 0.96% of 320,000 active;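 active means mean replicate inhibition of at least 70% and a set share of replicates each scoring 70 or more; inconclusive means meets just one of the two criteria; inactive means fails both criteria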;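 further: 0% = median of neutral control wells and 100% = median of positive control wells; values of inactives mirror those of a sister screen read the other way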
PvdQ acylase = P. aeruginosa PvdQ acylase inhibition; purified PvdQ acylase, fluorescence plate reader; inhibition, % at 10 µM; 0.063% of 340,000 active; AID 488965; in the data active means inhibition above about 30%, passing the limit was not always enough; inconclusive means no clear call, values can overlap the other calls;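 further: 0% = vehicle neutral wells and 100% = reference inhibitor wells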
Rtt109 Vps75 = inhibitors of Candida albicans Rtt109/Vps75 histone acetyltransferase | Q5AAJ8 | inhibition, % at 34.9 µM | purified Rtt109/Vps75, ThioGlo CoA-SH fluorescence, 4 h | 0.16% of 330,000 active | AID 540336;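 active means inhibition of at least 50% in every replicate; inconclusive means best replicate reaches 50% inhibition but some replicates fall short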
Target sequence (Q5AAJ8 whole entry, looked up): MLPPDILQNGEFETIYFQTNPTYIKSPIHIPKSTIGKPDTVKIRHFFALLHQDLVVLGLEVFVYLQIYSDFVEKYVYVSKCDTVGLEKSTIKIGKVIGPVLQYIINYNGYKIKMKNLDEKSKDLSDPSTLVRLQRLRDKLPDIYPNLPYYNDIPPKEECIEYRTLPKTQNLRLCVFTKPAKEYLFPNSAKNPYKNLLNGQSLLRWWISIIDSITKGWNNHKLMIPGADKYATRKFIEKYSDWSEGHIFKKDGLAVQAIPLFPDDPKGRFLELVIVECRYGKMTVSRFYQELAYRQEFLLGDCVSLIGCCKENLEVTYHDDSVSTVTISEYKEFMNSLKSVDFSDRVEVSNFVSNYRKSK
Numbers without * were called inactive; ? = inconclusive; / = no result given.

Values in the order: CDK5 p35 inh | PvdQ acylase | Rtt109 Vps75 | Wnt bcat act | HTR5A ag | dFosB activator | SR-BI uptake up | SR-BI HDL uptake | MITF TRPM1 HTS | cardiac RTF act
COc1ccc(CCCc2nnc(SCC(=O)NN)o2)cc1
  -0.6 | -5.5 | 8.9 | -2.6 | -0.4 | -3.7 | -10.4 | 10.4 | -7.0 | 5.5
COc1ccccc1N=C1SCC(=O)N1Cc1ccco1
  1.4 | 0.3 | 4.1 | -1.1 | 4.2 | 4.0 | 12.0 | -12.0 | -9.7 | -1.1
CCOc1ccccc1N(C)C(=O)c1ccc2c(=O)n3c(nc2c1)CCCCC3
  0.5 | 1.0 | -1.4 | 1.9 | 1.6 | -6.3 | 6.3 | -6.3 | 8.7 | -4.8
O=C(N/N=C/c1cccc(O)c1)c1ccc(COc2ccccc2Br)cc1
  0.8 | -1.6 | -0.6 | / | 0.8 | -3.1 | -39.6 | 39.6 | 14.1 | -4.0
C[C@H]1CN([C@@H](C)CO)C(=O)c2cccc(NC(=O)C3CC3)c2O[C@H]1CN(C)Cc1ccc(-c2ccccc2)cc1
  0.2 | -1.9 | -1.6 | -1.5 | 1.6 | -1.4 | 32.5 | -32.5 | -11.4 | 4.0
COc1ccc(CN2CCC(n3nccc3NC(=O)C3CCCC3)CC2)cc1
  -0.9 | -1.5 | -11.8 | 3.9 | 1.7 | -7.9 | / | -2.8 | -6.6 | 2.5
COc1cc(NC(=O)c2ccccn2)cc(OC)c1OC
  -1.2 | -14.5 | 4.6 | -1.1 | -7.9 | -7.7 | -12.8 | 12.8 | -8.3 | 13.4
Cc1cc(C)cc(-n2ncc3c2CCCC3NC(=O)CN2CCCCC2=O)c1 (stereo not given)
  0.8 | -15.3 | 3.2 | -0.6 | 1.0 | -6.5 | -28.4 | 28.4 | -12.9 | 0.8
Cc1cccc(NC(=O)c2ccccc2C(=O)O)c1
  0.6 | -11.0 | 1.4 | 0.0 | 6.2 | -5.7 | 9.4 | -9.4 | 1.6 | -0.5
COc1ccc(S(=O)(=O)N(CC(=O)NCc2ccco2)c2ccccc2)cc1
  1.8 | -19.4 | 0.3 | -4.2 | -1.8 | -5.9 | 5.9 | -5.9 | -5.3 | 2.6
CC(=O)c1ccc(NC(=O)CSc2nc3nn(-c4ccccc4)c(=O)c-3c3n2CCCCC3)cc1
  2.1 | -20.3 | -5.7 | -5.6 | -2.5 | 0.4 | 8.8 | -8.8 | 24.4 | 0.8
O=C(O)c1ccc2c(c1)c1c3n2CCNC3CCC1 (stereo not given)
  -2.3 | -9.8 | -8.2 | 0.9 | -4.2 | 0.3 | 31.7 | -31.7 | 7.1 | 6.5
CCOc1ccc(NC(=O)C2CCN(S(=O)(=O)c3c(C)n[nH]c3C)CC2)cc1
  -1.4 | -10.2 | -0.8 | / | 1.7 | -6.5 | 7.7 | -7.7 | -5.6 | 1.1
Oc1ccc(/C=N/NC(=S)N2CCOCC2)cc1
  0.2 | -10.6 | / | 3.2 | 2.4 | 7.0 | -7.0 | 7.0 | 17.4 | 5.1
CN(C)c1cccc(C(=O)Nc2cccc(F)c2)c1
  -1.6 | 1.0 | -3.9 | 28.6 | 0.5 | -2.5 | -12.7 | 12.7 | 26.2 | -1.2
CCN1/C(=C/c2cc[n+](C)cc2)C=Cc2cc(C)ccc21
  0.6 | -12.8 | 0.6 | / | 0.1 | -3.3 | 14.1 | -14.1 | -69.1 | 8.8
COc1cc(=O)n(C)c2ccccc12
  -0.5 | 2.4 | -2.3 | -0.8 | 5.8 | -1.7 | 13.0 | -4.3 | -4.1 | -5.4
CCOC(=O)c1cc(-c2ccc(OC(F)F)cc2)nc2nc(SC)[nH]c(=O)c12
  1.4 | -13.3 | -10.8 | -1.7 | 1.1 | -3.4 | -12.6 | 12.6 | 62.6 | 3.1
COc1ccc([N+](=O)[O-])cc1NC(=S)NC(=O)C(C)(C)C
  -2.4 | 1.9 | -4.4 | 1.7 | -3.4 | -4.3 | -13.4 | 13.4 | -2.3 | -5.6
COc1ccc(N2CCN(c3cc(C)c4ccc(C)cc4n3)CC2)cc1
  0.9 | 9.9 | -2.5 | -1.4 | 3.6 | -8.9 | -10.4 | 10.4 | -15.0 | -2.5

Next part:
Values in the order: CDK5 p35 inh | PvdQ acylase | Rtt109 Vps75 | Wnt bcat act | HTR5A ag | dFosB activator | SR-BI uptake up | SR-BI HDL uptake | MITF TRPM1 HTS | cardiac RTF act
COc1ccccc1NC(=O)c1ccc(NC(=O)COC(=O)c2cncc(Br)c2)cc1
  0.2 | -1.3 | 3.0 | -7.6 | 5.4 | 6.8 | -41.6 | 41.6 | 3.6 | 1.9
CC(C)N1CC=C2C(C#N)=C(N)C(C#N)(C#N)C(c3ccccc3)C2C1 (stereo not given)
  1.1 | -3.9 | -48.4 | -4.3 | -1.7 | -5.9 | -15.1 | 15.1 | -9.9 | 46.0*
CCOC(=O)CSC1=NC(=O)/C(=C\c2ccc(OC(C)=O)cc2)S1
  -1.5 | -11.5 | 7.6 | / | -3.3 | -1.6 | -13.7 | 13.7 | -78.3 | 4.1
CN(Cc1ccc(C(C)(C)C)cc1)C(=O)C1CCN(C(=O)Nc2ccccc2)CC1
  -1.4 | -7.5 | 10.2 | 0.2 | 2.3 | -2.9 | -75.4 | ? | -6.9 | -0.9
Cc1ccc2c(c1)C1C=CCC1C(C(=O)NCCCN1CCOCC1)N2 (stereo not given)
  -0.9 | -9.5 | 3.4 | 9.9 | 6.5 | -2.4 | 6.9 | -6.9 | -1.9 | -3.4
Cn1ccnc1SCC(=O)Nc1cccc(C#N)c1
  0.4 | -5.5 | -4.7 | 0.1 | 0.9 | -11.7 | 25.3 | -25.3 | 5.6 | 0.4
O=C(/C=C/c1cccc([N+](=O)[O-])c1)NCCSCc1ccco1
  0.1 | 1.0 | -10.8 | 3.6 | -1.1 | -4.6 | 7.8 | -7.8 | 10.8 | -3.6
CC(=O)c1ccc(N2CCN(C(=O)CCCn3c(=O)[nH]c4ccsc4c3=O)CC2)cc1
  0.7 | 1.7 | -0.1 | -2.0 | -4.3 | 9.2 | / | / | 13.3 | -8.3
CCOC(=O)N1CCN(C(=O)c2cnn3ccccc23)CC1
  -1.8 | -8.9 | -1.6 | 2.3 | 6.2 | 0.8 | -3.1 | 3.1 | / | 0.6
CCNC(=O)C1Cc2ccccc2CN1S(=O)(=O)c1ccc(F)cc1 (stereo not given)
  -0.3 | -15.3 | -1.1 | -2.1 | 6.0 | 5.0 | 4.5 | -4.5 | -0.7 | 2.0
COc1cccc(-c2nc(CS(=O)(=O)CC(=O)N3CCc4ccccc43)c(C)o2)c1
  -0.4 | -11.3 | -7.2 | -1.6 | -2.7 | -3.2 | -12.0 | 12.0 | / | -1.7
COC(=O)c1cc(NCc2cccs2)ccc1N1CCOCC1
  1.2 | -8.0 | 1.6 | / | 3.7 | 9.5 | -16.0 | 16.0 | -1.7 | -2.3
CC(O)CNCCOc1cccc(Oc2ccccc2)c1 (stereo not given)
  2.1 | -10.3 | 3.0 | -0.8 | -1.3 | 0.8 | 8.6 | -8.6 | -1.1 | 2.6
N=NC(=O)c1ccccc1Nc1c(O)[nH]c2ccccc12
  2.8 | -3.0 | -2.8 | -2.7 | -0.8 | 0.7 | 4.3 | -4.3 | 9.5 | -3.4
C/C(=N\NC(=O)CSc1nc2ccccc2s1)c1ccco1
  0.3 | 1.8 | -2.2 | 1.0 | -3.8 | -5.8 | 10.2 | -10.2 | -6.3 | -1.0
O=C(c1cnsn1)N1CCC(CO)(Cc2cccc(F)c2)CC1
  -1.6 | -5.7 | -3.6 | 49.9* | -0.9 | -0.8 | 0.0 | 0.0 | 113.5* | -0.9
Cc1ccc(O)c(N=Nc2ccc(S(=O)(=O)N3CCCC3)cc2)c1
  0.8 | 12.0 | 28.0 | 3.7 | -0.7 | 1.2 | -7.6 | 7.6 | -2.3 | 5.7
Cc1occc1-c1nnc(SCC(=O)N2CCN(c3ccccc3)CC2)n1C
  0.5 | -10.4 | 0.5 | -6.5 | 1.6 | -5.8 | -0.1 | 0.1 | -0.7 | -0.1
CCOc1ccc(NC(=O)C(Cc2ccccc2)NC(=O)C2CCCCC2)cc1 (stereo not given)
  -2.4 | -6.3 | -5.9 | -4.1 | 2.2 | 4.2 | -9.3 | 9.3 | 5.6 | -0.6
CCc1nnc(NC(=O)c2ccc(S(=O)(=O)NCC(C)C)cc2)s1
  0.1 | -14.8 | 8.9 | / | 0.4 | -0.6 | 20.9 | -20.9 | 4.4 | -0.4

(continued)
Values in the order: CDK5 p35 inh | PvdQ acylase | Rtt109 Vps75 | Wnt bcat act | HTR5A ag | dFosB activator | SR-BI uptake up | SR-BI HDL uptake | MITF TRPM1 HTS | cardiac RTF act
Cc1nc2cc(CO)ccc2n1C
  0.1 | -9.3 | 1.7 | / | 2.4 | 2.2 | -1.1 | 1.1 | / | 7.2
Cc1ccc(-c2cc(C(F)(F)F)nc(SCC(=O)c3cccc([N+](=O)[O-])c3)n2)cc1
  -2.3 | -12.6 | 1.1 | 0.1 | -3.3 | -11.5 | -68.5 | 68.5 | 13.7 | 3.8
CC1(C)Cc2nc(Cl)c(C(N)=O)cc2CO1
  0.5 | -3.8 | -1.9 | -2.2 | 0.1 | -2.1 | 17.8 | -17.8 | / | -3.8
Cc1cc(=O)oc2cc(OC(C)C(=O)Nc3ccc(N4CCOCC4)cc3)ccc12 (stereo not given)
  0.6 | -2.7 | -0.4 | / | 0.7 | 14.2 | -27.7 | 27.7 | 4.1 | 1.8
COc1ccc(-n2nc(C(N)=O)nc2-c2ccccc2)cc1
  0.0 | -9.2 | -6.2 | 1.2 | -0.8 | -3.4 | 23.7 | -23.7 | -5.7 | 2.9
Cn1c(SCC(=O)c2c(N)n(C)c(=O)n(C)c2=O)nnc1-c1ccccc1F
  3.3 | -5.1 | -1.6 | -1.9 | -0.6 | 9.1 | 17.9 | -17.9 | 7.2 | -3.4
Cc1noc(C)c1C(=O)OCC(=O)Nc1c(F)cccc1F
  -1.5 | -8.6 | -7.6 | -1.0 | -0.1 | -7.3 | 0.4 | -0.4 | 4.1 | 3.3
CCOc1ncccc1C(=O)Nc1ccc(S(=O)(=O)NC2=NCCCCC2)cc1
  -0.4 | -3.6 | 4.2 | -2.1 | 1.3 | -9.3 | 11.6 | -11.6 | 9.7 | 1.3
COc1ccc(-c2nc(C(N)=O)c3[nH]c(=O)n(-c4cccc(C)c4)c3n2)c(OC)c1
  -0.3 | 2.1 | 5.3 | 0.7 | 4.2 | -13.3 | 0.1 | -0.1 | -0.5 | -1.4
CC1Cc2ccccc2N1C(=O)CN1CCN(S(=O)(=O)c2cccs2)CC1 (stereo not given)
  -0.6 | -8.9 | -2.4 | -0.4 | 1.9 | -7.7 | -15.9 | 15.9 | 0.8 | 1.4
CC(=O)NC(c1ccco1)c1cc(Cl)c2ccccc2c1O (stereo not given)
  -1.9 | -18.2 | 0.2 | -1.9 | -1.0 | -7.7 | -8.9 | 8.9 | -18.0 | 5.5
